# Exocytosis inh = LAMP-1 surface exposure blockers, TALL-104 cells – cell-based, flow cytometry, MLPCN library, primary screen | inhibition, % at 10 µM | TALL-104 LAMP-1 surface exposure; cells stimulated with thapsigargin and PMA | actives 0.66% (n = 360,000) | AID 651702, 2012;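 active = inhibition above about 55%, limit read from the data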
# m5-HT2A agonist = mouse Htr2a agonists via beta-arrestin recruitment, primary screen, cell-based, luminescence. 5-hydroxytryptamine receptor 2A (Mus musculus), P35363. CHO-K1 mHTR2A beta-arrestin complementation; percent of 30 µM serotonin response. activation, % at 7.6 µM. actives 0.66% (n = 360,000);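 active = activation above a run cutoff, the mean activation of all tested compounds plus 3 SD, cut at about 14% in these data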;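 note: 0% = plate median of compound wells and 100% = 30 µM serotonin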
# Cardio protect = cardioprotection against H2O2-induced cell death, primary screen, uHTS, H9c2 cells, ATPLite luminescence; H9c2 cardiomyocytes, H2O2 injury protection, 2 h; protection from H2O2 cell death, % at 20 µM; actives 0.63% (n = 360,000); AID 588492, 2011;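 active = compounds giving at least 50% protection of heart cells from peroxide-induced death in the single-dose screen, raw or plate-pattern-corrected value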;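 note: 0% = DMSO wells with peroxide and 100% = DMSO wells without peroxide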
# MC4R ag barr = MC4R agonists recruiting beta-arrestin, primary screen, cell-based, luminescence, agonist arm of biased-ligand search. Melanocortin receptor 4 (Homo sapiens), P32245. actives 0.98% (n = 360,000). activation, % at 8.9 µM. AID 540308, 2011. U2OS MC4R beta-arrestin complementation; percent of melanotan II response, DMSO zero;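 active = activation above a per-plate cutoff, the mean activation of sample wells on that plate plus 3 SD, cut at about 8% in these data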
# PDI inh = inhibitors of human PDI, primary screen, biochemical, turbidity, single point, plate reader. PDI insulin aggregation turbidity, A650, 90 min. actives 0.052% (n = 350,000). Protein disulfide-isomerase (Homo sapiens), P07237. AID 588391, 2011. inhibition, % at 10 µM;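 active = mean inhibition across replicates of 30% or more, whatever share of single replicates reach that level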;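 note: absorbance from insulin aggregation driven by PDI reduction with DTT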
# ABHD5 PLIN5 PPI = ABHD5-PLIN5 interaction inhibitors, primary screen, cell lysate, split luciferase complementation, luminescence; Split G. princeps luciferase complementation, 4 h; actives 0.78% (n = 360,000); inhibition, % at 4 µM;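 active = inhibition above the mean inhibition across every tested compound plus 3 SD, cut at about 22% in these data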;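 note: 0% = DMSO only wells and the 100% control is not disclosed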
# ABCB6 inh 2 = ABCB6 transporter inhibitors, primary screen, K562-ABCB6 cells, flow cytometry, MLPCN library; ATP-binding cassette sub-family B member 6 (Homo sapiens), Q9NP58; K562-ABCB6 porphyrin accumulation, 1 h; active compounds read low; fluorescence ratio to DMSO, % at 10 µM; actives 0.19% (n = 360,000);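 active = fluorescence ratio to DMSO below 75%, the collection mean minus 3 SD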;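 note: signal is porphyrin accumulated inside mitochondria; 100% equals median channel fluorescence of DMSO control wells; lower ratio means ABCB6 inhibition with less porphyrin fluorescence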
# Target sequence (Q9NP58 whole entry, looked up): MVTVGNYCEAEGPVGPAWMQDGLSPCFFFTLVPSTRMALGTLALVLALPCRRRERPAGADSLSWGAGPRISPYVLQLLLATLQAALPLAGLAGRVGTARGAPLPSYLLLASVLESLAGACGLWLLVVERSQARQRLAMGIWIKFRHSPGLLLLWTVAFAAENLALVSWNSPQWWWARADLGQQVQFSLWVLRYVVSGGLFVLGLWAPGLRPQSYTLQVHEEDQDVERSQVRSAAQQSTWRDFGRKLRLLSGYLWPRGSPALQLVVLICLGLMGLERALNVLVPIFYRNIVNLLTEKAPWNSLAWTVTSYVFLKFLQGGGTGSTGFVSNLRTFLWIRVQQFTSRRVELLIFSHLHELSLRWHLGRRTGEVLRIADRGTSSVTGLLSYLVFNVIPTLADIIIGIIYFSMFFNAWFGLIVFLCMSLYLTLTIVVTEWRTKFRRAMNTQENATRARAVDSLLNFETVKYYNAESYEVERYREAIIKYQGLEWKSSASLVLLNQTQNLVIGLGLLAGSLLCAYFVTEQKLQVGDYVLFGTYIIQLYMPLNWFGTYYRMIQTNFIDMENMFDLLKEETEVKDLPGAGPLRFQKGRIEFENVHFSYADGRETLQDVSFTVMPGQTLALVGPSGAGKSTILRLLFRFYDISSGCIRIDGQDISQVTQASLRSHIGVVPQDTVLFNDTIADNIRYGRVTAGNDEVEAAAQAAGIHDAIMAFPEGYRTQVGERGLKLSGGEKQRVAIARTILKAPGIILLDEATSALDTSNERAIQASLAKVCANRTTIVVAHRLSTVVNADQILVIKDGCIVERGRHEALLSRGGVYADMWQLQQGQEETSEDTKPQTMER
# Glyco luc inh = increase of ERlucT glycosylation luciferase signal, primary screen, N-linked glycosylation inhibitor project, D54 ERlucT cells, luminescence, set 2 | D54 ERlucT glycosylation luciferase reporter, 24 h; percent of 100 nM tunicamycin response | reporter increase, % at 12.5 µM | actives 0.23% (n = 360,000);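 active = mean luciferase reporter signal, scaled so untreated is 0 and the glycosylation-blocking control 100, at or above a set limit in every replicate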;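 note: luciferase carries N-glycosylation sites so blocking glycosylation raises the light; 0% = median of neutral control wells and 100% = median of 100 nM tunicamycin wells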
# MC4R antag cAMP = MC4R antagonists of cAMP signaling, primary screen, cell-based, TR-FRET, antagonist arm of biased-ligand search. MC4R-expressing cells, MTII-stimulated cAMP, LANCE TR-FRET. inhibition, % at 6.5 µM. actives 0.48% (n = 360,000);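 active = inhibition above its plate's cutoff, the mean of tested wells on that plate plus 3 SD, cut at about 29% in these data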;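 note: 0% = Melanotan II alone and 100% = Melanotan II plus saturating MCL0020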
#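 material = U2OS cells stably expressing human melanocortin 4 receptor (MC4R) | also added = Melanotan II challenge | dosing = single nominal compound dose of 6.5 µM | detection = TR-FRET with Eu-cAMP and labeled anti-cAMP, 671 nm | replication = singlicate | timing = compound 30 min, challenge 1 h, detection 1 h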
# CaV13 ICDI inh = Disruptors of the CACNA1D IQ motif to Ca2+-dependent inactivation inhibitor domain association, primary screening, Förster resonance energy transfer in intact living …. HEK cells, CFP/YFP FRET ICDI-IQ, plate reader, 10 min; percent FRET-ratio fall versus neutral wells. inhibition, % at 12.3 µM. actives 0.098% (n = 340,000);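 active = mean replicate inhibition of at least 30% and at least 1% of replicates passing that level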;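 note: 0% = median of the neutral control wells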
# The depositor's hits bear a star; x = no result given.
SMILES,Exocytosis inh,m5-HT2A agonist,Cardio protect,MC4R ag barr,PDI inh,ABHD5 PLIN5 PPI,ABCB6 inh 2,Glyco luc inh,MC4R antag cAMP,CaV13 ICDI inh
CCOC(=O)N1CCN(Cc2nc(Cc3cccc(C(F)(F)F)c3)no2)CC1,-1,-1,3,-1.2,-2,11,102,1,-3,2
O=C(NC1CCCc2c1cnn2-c1ccccc1F)c1ccncc1 (centres undefined),4,4,-26,0.3,-2,12,95,-3,6,-9
CCOc1ccc(C(=O)Nc2ccc(S(=O)(=O)N3C[C@@H]4C[C@@H](C3)c3cccc(=O)n3C4)cc2)cc1,-2,-1,1,-1.1,x,-1,95,-9,3,x
CC(C)N1CCc2c(sc(NC(=S)NC(=O)c3ccccc3)c2C#N)C1,4,-1,-1,-2.0,-1,-2,159,-3,5,-2
Cn1c(N)c(C(=O)COC(=O)CCC2CCCCC2)c(=O)n(C)c1=O,2,4,4,-1.3,-2,6,98,2,1,-6
Cc1ccccc1CNc1ccc(C(CC(N)=O)NC(=O)c2ccc(Br)cc2)cc1[N+](=O)[O-] (centres undefined),20,-5,-6,16*,-7,4,91,1,1,-11
COc1ccc(/C=N/Nc2nncc3ccccc23)c(OC)c1,-6,0,-4,1.4,-7,-2,97,-2,-6,-19
CCOc1ccc(N2CC(C(=O)NCCCN3CCOCC3)CC2=O)cc1 (centres undefined),4,-2,-3,-0.4,-2,3,102,3,8,-5
OCC[C@H]1C[C@H](O)[C@@H](O)[C@@]2(Cc3ccccc3O2)O1,-5,3,10,-0.8,3,-8,99,2,-1,-4
Cc1ccc(C)c2c1[nH]c1ccccc12,0,-4,-2,-0.7,18,-4,86,-1,-19,-3
Cc1ccc(-c2nnc(COC(=O)c3ccco3)o2)cc1,1,-8,0,0.7,-4,3,106,2,14,-6
CC1CCCCC12NC(=O)N(Cn1nnc3ccccc3c1=O)C2=O (centres undefined),-12,3,-2,-2.1,5,-7,104,0,0,-5
CCN=C1SC(CC(N)=O)C(=O)N1CC (centres undefined),-3,3,-2,1.9,1,-2,94,1,32*,-5
CSc1ccc(CN(C)C(=O)CSCC(=O)Nc2cc(C)on2)cc1,2,2,5,-0.9,1,8,91,0,6,-6
O=C(O)CCCC(=O)NCc1ccccn1,-3,1,-3,-0.1,-6,0,95,2,-3,x
CCOC(=O)CCc1c(C)c2ccc(OCc3cc([N+](=O)[O-])ccc3OC)cc2oc1=O,2,2,20,-0.5,-9,-2,100,2,13,x
N#CC1=C(N)OC2=C(C(=O)CCC2)C1c1ccncc1 (centres undefined),3,5,-2,0.8,-1,3,102,0,16,2
O=C(CNc1cc(S(=O)(=O)N2CCOCC2)ccc1NCC1CCCO1)Nc1ccc(C(F)(F)F)cc1 (centres undefined),2,-7,-1,-0.6,3,-2,82,1,0,x
CC1(C)CC(=O)/C(=C(\O)c2ccccc2)C(=NCCO)C1,2,0,0,-0.6,9,1,100,4,14,-5
COc1ccccc1N1CCN(S(=O)(=O)c2ccc(-n3cnnn3)c(C)c2)CC1,0,-3,2,0.5,-10,0,105,1,0,-19
O=c1oc2ccc3ccccc3c2cc1-c1nnc(-c2cccs2)o1,-2,0,34,1.5,-2,-3,103,2,-8,-1
COC(=O)Cc1csc(NC(=O)CSc2nncn2C)n1,5,4,5,-1.6,-44,-2,100,3,14,-5
COc1cc(C(=O)NCCC(=O)NC2CCC(C)CC2)cc(OC)c1OC (centres undefined),-10,3,0,3.0,-6,-7,102,-2,5,-6
COc1ccc(NS(=O)(=O)c2ccc3c(c2)NC(=O)CO3)cc1,0,1,-5,-0.4,11,13,103,-1,11,-4
COc1cc(CNC23CC4CC(CC(C4)C2)C3)ccc1OCc1ccccc1,27,-8,0,-2.4,-18,-4,96,-2,7,-4
CC(=O)Nc1sc2c(c1C(N)=O)CCN(Cc1ccccc1)C2,0,-2,2,1.5,13,12,92,1,-2,11
CC(C)COC(=O)N(C)C[C@H]1OCc2cn(nn2)CCCC(=O)N([C@@H](C)CO)C[C@@H]1C,1,9,-4,x,x,1,102,2,x,-7
CC1(C)Cc2c(c(N3CCOCC3)nc3sc4c(NCC5CCCO5)nnnc4c23)CS1 (centres undefined),5,1,14,0.8,-2,4,104,-3,31*,-5
Cc1ccc(-c2nn(CCC(=O)NN3CCOCC3)c(=O)c3ccccc23)cc1,0,-4,-2,-0.6,11,5,97,2,3,-20
Cc1cc2c(=O)n(CC(=O)NCC(=O)N3CCN(Cc4ccccc4)CC3)cnc2s1,-1,6,3,-1.4,-1,2,95,0,4,-1
COc1ccc([C@@H]2C[C@H]3[C@@H](CN2S(=O)(=O)c2ccccc2)C(=O)C[C@@H](c2ccccc2)N3S(=O)(=O)c2ccc(C)cc2)cc1,-1,1,-19,-1.6,-6,-6,100,-6,-3,-11
N#CCSc1nc2c(c(=O)n1Cc1ccccc1)C1(CCCC1)Cc1ccccc1-2,-2,3,-6,0.7,7,-5,114,-8,11,x
CCC(=O)N(C)CCc1cc2c(c(OC)c1/C=N/Nc1ccc(C(=O)O)cc1)OCO2,-2,-3,-1,1.1,-10,-2,94,1,-8,-3
CCOc1ccc(N2CC(C(=O)NCc3ccc(C)n3C)CC2=O)cc1 (centres undefined),2,-4,-5,-3.2,8,3,88,1,-10,-1
CCOc1cc(C2Nc3ccccc3NC3=C2C(=O)CC(C)(C)C3)ccc1O (centres undefined),-2,-1,3,-0.2,4,-2,130,2,5,-22
CCC(C)Sc1ccc([C@H]2N[C@@](CC(C)C)(C(=O)OC)[C@H]3C(=O)N(C)C(=O)[C@@H]23)cc1 (some centres undefined),2,-5,1,3.4,0,-7,101,-1,21,-10
O=C(NC(=S)Nc1ccccn1)c1ccco1,-2,3,-8,-1.1,-2,-3,98,-2,18,-5
CC(NC(=O)c1ccccc1F)c1nnc(SCc2nc3ccccc3c(=O)[nH]2)n1C (centres undefined),8,0,-1,-2.2,0,2,95,0,18,-7
N#C/C(=C\c1ccccc1C(=O)O)c1nc2ccccc2[nH]1,-1,-2,4,-0.8,0,-5,102,1,1,-2
COc1ccccc1/C=C\C=N\NC(=O)CCn1nnc2ccccc21,11,-3,13,1.2,0,2,104,0,-5,3
CCOC(=O)[C@H]1[C@H]2COc3ccc(Br)cc3[C@@H]2N2C(=O)CN(C)C(=O)[C@@]12C,-4,0,5,0.1,9,8,95,1,-7,-8
Cc1cccc(C)c1NC(=O)C1(C)CN(S(C)(=O)=O)CC(=O)N1Cc1cccs1 (centres undefined),2,-2,x,x,x,-13,x,x,x,-14
COc1cc(C#N)ccc1OCC(=O)Nc1cccc(S(=O)(=O)N(C)c2ccccc2)c1,-2,-3,27,1.2,4,-3,94,-1,9,-6
COc1ccc(C(=O)NNC2=CC(=O)CC(C)(C)C2)cc1OC,-1,-1,2,0.5,5,-2,100,0,20,-5
Cc1nn(C)c(C(=O)Nc2ccc3c(c2)OCO3)c1[N+](=O)[O-],-1,-3,1,-4.1,-36,-3,98,0,-2,-3
CC(=O)c1cccc(NC(=O)C(C)N2CCc3ccccc3C2)c1 (centres undefined),0,8,4,2.9,-4,-2,103,-1,4,3
C#CCn1cc(/C=C2\NC(=O)NC2=O)c2ccccc21,8,5,-2,0.0,-5,-9,99,6,-10,-4
Cc1nc2ccc(NC(=O)CS(=O)(=O)c3ccccc3)cc2s1,0,-10,-4,-4.2,-2,2,100,-3,-3,-6
CCOc1cc(C(=O)Nc2ccc(C)cc2C)ccc1OCC(=O)N1CCCCC1,2,1,10,0.1,4,-4,98,-3,2,-3
CC1CCCCC1NC(=O)COC(=O)/C=C/c1ccco1 (centres undefined),3,5,2,-2.7,-9,2,104,4,4,-6

# Random excerpt: seven compounds from above, in no set order.
SMILES,Exocytosis inh,m5-HT2A agonist,Cardio protect,MC4R ag barr,PDI inh,ABHD5 PLIN5 PPI,ABCB6 inh 2,Glyco luc inh,MC4R antag cAMP,CaV13 ICDI inh
CCOC(=O)[C@H]1[C@H]2COc3ccc(Br)cc3[C@@H]2N2C(=O)CN(C)C(=O)[C@@]12C,-4,0,5,0.1,9,8,95,1,-7,-8
Cc1nn(C)c(C(=O)Nc2ccc3c(c2)OCO3)c1[N+](=O)[O-],-1,-3,1,-4.1,-36,-3,98,0,-2,-3
Cc1cccc(C)c1NC(=O)C1(C)CN(S(C)(=O)=O)CC(=O)N1Cc1cccs1 (centres undefined),2,-2,x,x,x,-13,x,x,x,-14
Cc1nc2ccc(NC(=O)CS(=O)(=O)c3ccccc3)cc2s1,0,-10,-4,-4.2,-2,2,100,-3,-3,-6
CC(NC(=O)c1ccccc1F)c1nnc(SCc2nc3ccccc3c(=O)[nH]2)n1C (centres undefined),8,0,-1,-2.2,0,2,95,0,18,-7
COc1cc(C#N)ccc1OCC(=O)Nc1cccc(S(=O)(=O)N(C)c2ccccc2)c1,-2,-3,27,1.2,4,-3,94,-1,9,-6
CCOc1cc(C(=O)Nc2ccc(C)cc2C)ccc1OCC(=O)N1CCCCC1,2,1,10,0.1,4,-4,98,-3,2,-3
